Screening data: PubChem BioAssay, several laboratories
Ins promoter up: MIN6 insulin promoter up-regulation | 190,000 compounds, 0.3% hits | AID 1625 | z-score at 5 µM | MIN6 insulin promoter-GFP reporter, high-content imaging; active compounds read high;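 active = z-score above 3 at 5 µM with at least 500 cells counted in the well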
ER stress rescue: protection against thapsigargin-triggered cell killing – 384-well, CSM14.1, ATP luminescence, primary screen (AID 1222); CSM14.1 thapsigargin-induced death rescue, ATP luminescence; higher % means a stronger effect; cellular ATP content (survival), % at 20 µM; hits with a dose series show EC50 in µM; 190,000 tested, under 10 active;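 active = EC50 below 50 µM in the dose-response confirmation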;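 also: death triggered by thapsigargin at about 15 µM added after 2 h compound pretreatment; cell ATP read after overnight thapsigargin exposure of roughly 18 to 22 hours; normalized against plate controls of thapsigargin alone and 5% DMSO vehicle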
P. falciparum M17LAP: P. falciparum M17LAP inhibitors, primary screen, biochemical, fluorogenic H-Leu-NHMec substrate, 1536-well (AID 1619). recombinant M17LAP, H-Leu-NHMec fluorogenic kinetic assay; higher % means a stronger effect. inhibition, % at 30 µM, or IC50 in µM where a hit was titrated. 220,000 compounds, 0.38% hits;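 active = compound inhibiting the enzyme by more than half at any dose during confirmatory dose-response retesting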;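 also: plate controls were full reaction with DMSO carrier for no effect and no enzyme background for full effect; strong numbers were not always called active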
Yfh1-depleted yeast: mitochondrial function rescue without frataxin homolog – Friedreich's ataxia, plus single-dose screen, dose response (AID 1465). S. cerevisiae Yfh1-off respiration, WST-1 reduction, 72 h; higher fold induction means a stronger effect. one-dose fold induction at 50 µM; EC50 in µM for titrated hits. 220,000 compounds, 0.074% hits;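 active = fold induction of absorbance versus untreated yeast above a set limit, then at least 30% activation at any dose in follow-up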;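 also: activators that raise dye reduction in frataxin-depleted yeast; strong numbers were not always called active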
MT stabilizer: microtubule stabilization, imaging screen; HeLa tubulin immunostaining HCS, 24 h; share of cells brighter than vehicle mean+2SD; % tubulin-high responders, % at 10 µM; 200,000 compounds, 0.83% hits; AID 2205;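 active = plate Z-score above 3 for both tubulin-high and condensed-nucleus cell shares, with cell loss under 80%, at 10 µM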;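 also: anti alpha tubulin signal scored within the nucleus-defined area of each cell; some results filed as inactive read as strong as hits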
P. falciparum M1AAP: malaria alanyl aminopeptidase activity blockers – biochemical, fluorogenic H-Leu-NHMec substrate, 1536-well (AID 1445); recombinant M1AAP, H-Leu-NHMec fluorogenic kinetic assay; higher % means a stronger effect; inhibition, % at 30 µM; hits with a dose series show IC50 in µM; 220,000 compounds, 0.42% hits;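 active = primary inhibition above the hit cutoff, then over 50% inhibition at one or more dose response concentrations, cut at about 23% in these data, passing the limit was not always enough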;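 also: plate controls were DMSO full reaction for no effect and no enzyme background for full effect; strong numbers were not always called active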
Dynein cargo inh: dynein cargo transport inhibition; 3617.4 mouse cells, GR-EGFP nuclear translocation imaging; test concentration mostly 20 µM; stimulated with dexamethasone, 1 µM; active compounds read low; z-score, hits read low; 220,000 compounds, 0.47% hits; AID 1381;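 active = plate z-score of nuclear minus cytoplasmic receptor signal below a set negative limit, without overly bright fluorescence or cell loss, cut at about -3.5 in these data, passing the limit was not always enough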;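 also: z-score of nuclear minus cytoplasmic ring GR-EGFP intensity difference per well; some compounds called inactive have numbers as strong as hits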
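Buffer or medium: Induction medium lacking tetracycline, stripped serum | Also added: Dexamethasone agonist, 1.0 µM final, for 30 min | Timing: 48 h induction, 1 h compound, 30 min dex at 37 °C | Detection: Formaldehyde fixation, Hoechst nuclear stain, 10x automated fluorescence imaging | Measure: Nuclear versus cytoplasmic GR-EGFP signal, averaged per well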
Hep lipid drop: modulators of hepatic lipid droplet formation. 240,000 compounds, 0.4% hits. AML12 mouse hepatocytes, oleate lipid droplets, BODIPY imaging. AID 1656. inhibition, % at 6.5 µM;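 active = lipid droplet intensity inhibited by at least 50%, with more than 500 cells counted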
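Test system: AML12 hepatocytes (mouse); reagent: oleate loading, 100 µM; dosing: one dose, 6.5 µM compound; incubation: overnight exposure; signal: fluorescence imaging, 20x objective, two fields per well; read-out basis: % inhibition of corrected integrated BODIPY droplet signal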
Autophagy HCS: autophagy modulation, high-content screen; 190,000 compounds, 0.98% hits; calls only at 10 µM (by protocol); AID 463193; MEF GFP-LC3 puncta imaging; test concentration mostly 10 µM;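 active = percentage of spot-positive cells more than 3 SD above its plate mean, without a fluorescence outlier flag or 80% toxicity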;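 also: spot-positive cell cutoff set from DMSO-treated cells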
Dynein cargo inh cytoplasmic EGFP: also measured in Dynein cargo inh; calls as there; z-score; measured here: cytoplasmic GR-EGFP intensity; active compounds read high
Dynein cargo inh nuclear GR-EGFP: second read-out of Dynein cargo inh, no call of its own (marks repeat the call); z-score; measured here: nuclear GR-EGFP intensity;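 lower value marks the stronger effect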
Dynein cargo inh cell count: also measured in Dynein cargo inh; calls as there; z-score; measured here: cell count per field
Ins promoter up cell count: also measured in Ins promoter up; calls as there; cell count; measured here: cytotoxicity, nuclei count;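 total cells summed across four imaged fields per well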
Hep lipid drop cells 6.5 µM: also measured in Hep lipid drop; calls as there; cell count; measured here: cell count, cytotoxicity flag;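 cells counted across two imaged fields per well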
MT stabilizer Hoechst-high %: recorded beside MT stabilizer, whose call it bears; % Hoechst-high responders; measured here: nuclear condensation Hoechst responders;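 share of cells brighter than vehicle mean plus two SD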
MT stabilizer cytotoxicity %: further read-out of MT stabilizer, marked with its call; toxicity, %; measured here: cytotoxicity by cell density;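 0% = mean cell density of plate MIN control wells and 100% = no cells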
Autophagy HCS cell loss 18 h: recorded beside Autophagy HCS, whose call it bears; toxicity, %; measured here: cell loss, nuclei count;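 cell loss after 18 h compound exposure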
* = called active by the depositor; i = inactive; x = not tested or not shown.

Second line of a record – Hep lipid drop cells 6.5 µM	MT stabilizer cytotoxicity %	Yfh1-depleted yeast	Dynein cargo inh	Dynein cargo inh cytoplasmic EGFP	Autophagy HCS cell loss 18 h	P. falciparum M1AAP	MT stabilizer Hoechst-high %	Dynein cargo inh cell count	Autophagy HCS	Ins promoter up cell count	ER stress rescue	Hep lipid drop	P. falciparum M17LAP	MT stabilizer	Dynein cargo inh nuclear GR-EGFP	Ins promoter up
- Cc1nc2ccc(NC(=O)Cc3ccc(Br)cc3)cc2s1
 : 669	x	i	-0.41	-0.2	x	6%	x	-0.86	x	1231	x	-21	8%	x	0.61	-0.6
- Cc1c(C#N)c(SCC(N)=O)nc2c1CCCC2
 : x	6.0	i	0.28	-0.19	-6	-3%	1.8	0.21	i	x	-0.3%	x	-4%	0.9	0.14	x
- CC(C(=O)Nc1ccc2nccnc2c1)N1C(=O)C2C3C=CC(C3)C2C1=O (centres undefined)
 : 663	5.9	i	-0.18	-0.26	x	11%	1.4	0.42	x	1844	-1.9%	-6	2%	7.3	-0.09	-0.43
- CCCCN(C)CCC(=O)Nc1ccc(C)cc1
 : 708	7.8	i	2.3	-0.18	-1	5%	3.6	-1.5	i	1216	-3.3%	-14	3%	2.6	0.83	0.24
- CCOC(CNC(=O)Cc1c(C)nc2c(-c3ccccc3)c(C)nn2c1C)OCC
 : 742	3.5	i	-0.062	-0.23	-32	-3%	1.6	0.13	i	1300	-14%	24	-3%	2.3	0.075	0.45
- O=C(NCCCn1ccnc1)/C(=C\c1cccnc1)NC(=O)c1ccccc1Br
 : 645	3.0	i	-0.002	-0.24	4	1%	2.4	-0.14	i	1322	-1.5%	-11	-5%	1.8	0.02	0.37
- COc1ccc(-c2ccnc(SCC(=O)N3CCN(c4ccccc4)CC3)n2)cc1
 : 691	x	i	0.62	-0.15	x	1%	x	-0.2	x	1085	x	8	8%	x	0.75	0.43
- O=C(Cc1cccs1)N1CCN(S(=O)(=O)c2ccc(F)cc2)CC1
 : 685	6.9	i	-0.19	0.59	12	-4%	2.3	-0.83	i	x	1.3%	-5	-5%	2.5	0.77	x
- Cc1ccc(C2c3c(oc4cc(C)c(C)cc4c3=O)C(=O)N2CCCN2CCOCC2)cc1 (centres undefined)
 : 650	9.0	i	-3.3	0.033	-4	x	0.8	1.2	i	2020	-4.0%	-1	x	1.7	-1	-0.63
- Cc1ccccc1NC(=O)N1CCC(C(=O)c2ccc(F)cc2)CC1
 : 720	12	i	1	-0.065	-4	7%	2.2	-1.9	i	x	0.7%	41	-11%	1.7	0.88	x

Later entries:
Second line of a record – Hep lipid drop cells 6.5 µM	MT stabilizer cytotoxicity %	Yfh1-depleted yeast	Dynein cargo inh	Dynein cargo inh cytoplasmic EGFP	Autophagy HCS cell loss 18 h	P. falciparum M1AAP	MT stabilizer Hoechst-high %	Dynein cargo inh cell count	Autophagy HCS	Ins promoter up cell count	ER stress rescue	Hep lipid drop	P. falciparum M17LAP	MT stabilizer	Dynein cargo inh nuclear GR-EGFP	Ins promoter up
- O=S(=O)(c1cccc2ccccc12)N1CCSC1
 : 744	x	i	x	x	x	3%	x	x	x	1258	-2.3%	-5	20%	x	x	-0.66
- COc1ccc(-n2ncc3c(NCc4ccc5c(c4)OCO5)ncnc32)cc1
 : 691	9.0	i	0.72	-0.11	-5	2%	1.5	-0.33	i	1109	x	1	-11%	2.1	0.86	1.3
- COc1ccc(Nc2nc(-c3cccc([N+](=O)[O-])c3)nc3ccccc23)cc1
 : 640	3.7	i	0.43	0.11	1	-1%	5.1	0.27	i	1226	-2.9%	3	-8%	7.8	0.53	-0.35
- CC(=O)c1ccc(OC(=O)C2CC(=O)N(c3cccc(C)c3)C2)cc1 (centres undefined)
 : 739	25	i	-0.49	-0.23	9	11%	0.1	0.19	i	1214	-1.3%	2	14%	2.2	0.026	-0.76
- Cc1cc(C(=O)OCC(=O)Nc2nc(-c3ccccc3)cs2)c(C)o1
 : x	13	i	1.7	-0.23	-7	2%	2.4	0.057	i	921	-1.3%	x	4%	3.2	1.3	1.9
- Cc1nn(Cc2ccc(C(=O)N3CCOCC3)o2)c(C)c1Br
 : 747	2.3	i	-0.84	-0.29	-3	3%	3.2	0.29	i	1363	-0.8%	-4	15%	2.4	-0.72	-0.42
- CCN1CCc2c(sc(NC(=O)c3ccc(S(=O)(=O)N4CCOCC4)cc3)c2C(=O)OC)C1
 : x	4.2	x	3.1	-0.15	1	10%	0.5	-1.4	i	1467	0.2%	x	-7%	1.5	0.75	-0.13
- O=c1cc(C23CC4CC(CC(C4)C2)C3)[nH][nH]1
 : 729	2.8	i	-0.86	-0.22	-5	-7%	1.2	1	i	1159	-2.5%	-16	8%	2.3	-0.66	-0.91
- O=Cc1cn(CC(=O)N2CCOCC2)c2ccccc12
 : 735	3.9	i	2.3	-0.13	-4	-1%	1.8	-1	i	1246	1.5%	-3	13%	6.7	1.3	0.37
- COc1ccc(NS(=O)(=O)c2cc(NC(=O)CC(=O)c3ccc([N+](=O)[O-])cc3)ccc2C)cc1
 : 583	0.3	i	0.31	-0.13	0	1%	0.8	-0.42	i	1569	-2.0%	-6	-5%	2.1	0.88	0.12

Remaining list, next part:
Second line of a record – Hep lipid drop cells 6.5 µM	MT stabilizer cytotoxicity %	Yfh1-depleted yeast	Dynein cargo inh	Dynein cargo inh cytoplasmic EGFP	Autophagy HCS cell loss 18 h	P. falciparum M1AAP	MT stabilizer Hoechst-high %	Dynein cargo inh cell count	Autophagy HCS	Ins promoter up cell count	ER stress rescue	Hep lipid drop	P. falciparum M17LAP	MT stabilizer	Dynein cargo inh nuclear GR-EGFP	Ins promoter up
- Cc1nc(-c2ccc(S(=O)(=O)Nc3ccc(Br)cc3Cl)s2)cs1
 : 695	x	i	0.49	-0.22	x	4%	x	-0.53	x	957	x	5	11%	x	0.84	0.55
- O=C(CSc1nc2ccccc2c(=O)n1NC(=O)Cc1ccccc1)NCCc1ccccc1
 : x	11	i	-1.3	-0.2	-9	-5%	0.9	0.5	i	1580	2.9%	x	-8%	0.6	-0.59	-0.38
- O=C1Nc2ccc([N+](=O)[O-])cc2C1(O)N1CCCCCC1 (centres undefined)
 : x	8.3	i	-0.44	-0.22	10	16%	1.8	2	i	x	0.7%	x	31%	3.1	0.14	x
- CC(=O)Nc1nnc(C2=COCCO2)o1
 : 659	8.5	i	-0.11	-0.16	-9	6%	2.1	0.29	i	x	x	9	12%	3.9	0.002	x
- O=C(Nc1nc2ccsc2c(=O)s1)c1ccc(F)cc1
 : 667	x	i	2	-0.17	x	0%	x	-0.81	x	958	x	2	-3%	x	1.4	0.36
- Cc1ccc(C2CC(c3ccccc3)n3ncnc3N2)cc1 (centres undefined)
 : 689	6.4	i	1.4	-0.17	33	6%	2.0	-0.37	i	1985	-1.0%	25	8%	4.3	1.1	-1.3
- COc1ccc(CCN(Cc2nc3ccccc3c(=O)[nH]2)C(=O)c2ccco2)cc1
 : 781	9.5	i	-0.46	-0.16	0	5%	1.2	0.48	i	1151	-4.0%	2	-4%	0.2	-0.27	-0.08
- COc1ccc(C(=S)Nc2ccc(C)cc2)cc1
 : x	6.9	x	-0.54	-0.16	15	-2%	1.5	-0.17	i	1573	-1.8%	x	-9%	2.3	0.23	0.51
- COc1ccc(OCC(=O)NNc2nc3ccccc3s2)cc1
 : 725	x	i	0.11	-0.26	x	-8%	x	0.35	x	1210	x	2	10%	x	0.18	0.06
- O=C(OCC(=O)N1CCCc2ccccc21)C1CCN(S(=O)(=O)c2cccs2)CC1
 : x	8.1	i	-0.46	-0.23	3	0%	1.5	0.56	i	1079	-0.6%	x	8%	2.2	-0.11	-0.94

Going on with the list.
Second line of a record – Hep lipid drop cells 6.5 µM	MT stabilizer cytotoxicity %	Yfh1-depleted yeast	Dynein cargo inh	Dynein cargo inh cytoplasmic EGFP	Autophagy HCS cell loss 18 h	P. falciparum M1AAP	MT stabilizer Hoechst-high %	Dynein cargo inh cell count	Autophagy HCS	Ins promoter up cell count	ER stress rescue	Hep lipid drop	P. falciparum M17LAP	MT stabilizer	Dynein cargo inh nuclear GR-EGFP	Ins promoter up
- Clc1ccc(-n2ncc3c(NCc4cccs4)ncnc32)cc1
 : x	12	i	0.46	-0.41	-5	-7%	3.1	0.47	i	x	x	x	-4%	1.6	0.12	x
- CCC(=O)N1CCc2cc(S(=O)(=O)NC(C(=O)NC(C)c3ccccc3)C(C)C)ccc21 (centres undefined)
 : x	2.8	i	-0.48	-0.32	-54	-7%	1.1	0.51	i	1258	-1.8%	x	5%	3.9	-0.32	-0.62
- O=C(O)/C(=C\c1cn(-c2ccccc2)nc1-c1ccc(Cl)cc1)NC(=O)c1ccccc1
 : 695	x	i	-0.6	-0.79	x	2%	x	0.59	x	1099	x	14	0%	x	-0.63	-0.09
- CCNc1nc(NCC)n2c(SCC(=O)NCC3CCCCC3)nnc2n1
 : 595	1.0	i	0.77	-0.13	-7	-3%	2.3	-0.42	i	1503	0.9%	20	0%	7.6	0.25	-0.53
- Cc1ccccc1N(CC(=O)NCc1ccco1)C(=O)CCC(=O)Nc1nccs1
 : 738	1.5	i	2.5	-0.013	-2	x	1.1	-1.8	i	1675	0.2%	-9	x	1.2	2.4	-0.08
